Source: PubChem (several laboratories)
M5 ag: agonists of human muscarinic M5 receptor (CHRM5); P08912; CHO-K1 hM5 cells, Fluo-8 calcium fluorescence; 0% DMSO wells, 100% maximal acetylcholine response; activation, % at 3 µM; hit rate 0.19% among 360,000;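 active = activation above the run's mean over test compounds plus 3 SD, cut at about 23% in these data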;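 also: signal is peak over basal fluorescence ratio across the kinetic read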
Target sequence (P08912 whole entry, looked up): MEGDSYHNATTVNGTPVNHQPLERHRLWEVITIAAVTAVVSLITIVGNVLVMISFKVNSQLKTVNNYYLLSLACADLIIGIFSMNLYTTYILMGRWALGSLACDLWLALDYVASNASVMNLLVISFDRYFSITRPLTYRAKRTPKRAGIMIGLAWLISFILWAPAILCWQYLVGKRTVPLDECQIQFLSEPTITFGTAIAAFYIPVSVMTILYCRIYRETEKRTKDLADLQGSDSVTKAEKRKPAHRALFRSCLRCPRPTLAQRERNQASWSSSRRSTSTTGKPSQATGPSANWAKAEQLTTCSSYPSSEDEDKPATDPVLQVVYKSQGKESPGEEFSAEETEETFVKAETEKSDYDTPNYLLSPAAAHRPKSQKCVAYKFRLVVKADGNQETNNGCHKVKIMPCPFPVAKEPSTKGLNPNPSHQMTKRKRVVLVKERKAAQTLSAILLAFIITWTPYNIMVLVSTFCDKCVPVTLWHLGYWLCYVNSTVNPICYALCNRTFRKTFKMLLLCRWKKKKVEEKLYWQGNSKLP
TAAR1 antagonist: antagonists of human TAAR1 | Q96RJ0 | CHO RD-HGA16 TAAR1, Fluo-8 calcium fluorescence, antagonist | inhibition, % at 3 µM | hit rate 1.5% among 360,000 | AID 624466;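 active = inhibition above a per-plate cutoff, the mean inhibition of test compounds on that plate plus 3 SD, cut at about 49% in these data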;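 also: 0% = DMSO plus EC80 beta-PEA response and 100% = DMSO alone without agonist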
Target sequence (Q96RJ0 whole entry, looked up): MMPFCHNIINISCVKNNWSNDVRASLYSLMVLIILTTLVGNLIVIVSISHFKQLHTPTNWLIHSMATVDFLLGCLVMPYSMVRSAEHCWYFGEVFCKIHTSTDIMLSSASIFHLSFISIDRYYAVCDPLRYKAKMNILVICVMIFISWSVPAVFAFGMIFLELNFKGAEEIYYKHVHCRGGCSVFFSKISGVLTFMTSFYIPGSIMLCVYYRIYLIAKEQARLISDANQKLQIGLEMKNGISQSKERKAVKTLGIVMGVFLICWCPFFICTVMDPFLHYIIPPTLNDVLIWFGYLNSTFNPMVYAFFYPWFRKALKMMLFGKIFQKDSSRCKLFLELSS
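System: CHO RD-HGA16 cells bearing hTAAR1. Reagent: EC80 β-phenethylamine stimulus. Schedule: seeding 17-24 h prior, 75-min 37 °C, 30-min RT dye loading. Signal: Fluo-8 intracellular calcium dye fluorescence, real-time kinetic reads. Read-out: % inhibition from peak post-agonist over basal fluorescence ratio. Benchmarks: vehicle wells and EC80 agonist wells. Replicates: n of 1.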
TAAR1 agonist: agonists of human TAAR1 | CHO RD-HGA16 TAAR1, Fluo-8 calcium fluorescence; vehicle wells 0%, saturating PEA agonist 100% | hit rate 0.99% among 360,000 | AID 624467 | activation, % at 3 µM;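 active = activation above the mean activation of all test compounds in the run plus 3 SD, cut at about 38% in these data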
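Test system: RD-HGA16 (CHO) cells co-expressing Gα16 and hTAAR1; dosing: one-point dosing at 3 µM (nominal); timing: 17-24 h seeding, 75 min 37 °C dye, 30 min RT; signal: kinetic Fluo-8 calcium fluorescence; read-out basis: % activation relative to PEA EC100 response; controls: DMSO and PEA EC100; replicates: n 1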
CRFR2-BP ag: CRF-BP/CRF-R2 complex agonism | HEK293 CRF-R2/CRF-BP, calcium dye fluorescence (FLIPR); percent of saturating CRF peptide response | activation, % at 13.2 µM | hit rate 0.46% among 350,000 | AID 588473;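 active = activation of at least 50%, plus an integration ratio under a set limit after plate pattern correction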;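 also: plate controls were neutral control wells without compound for no effect and CRF at EC100 for full effect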
M1 PAM parental: M1 PAM counterscreen hit in parental CHO-K1 cells | hit rate 0.02% among 360,000 | activation, % at 3 µM | AID 602247 | ATP EC20, Fluo-8 calcium fluorescence; 0% at ATP EC20, 100% at ATP max;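 active = activation above the run cutoff, the mean activation of all test compounds plus 3 SD, cut at about 40% in these data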;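 also: peak over basal fluorescence ratio in a 140 s read after ATP addition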
M5 PAM: positive allosteric modulators of human muscarinic M5 receptor | P08912 | CHO-K1 hM5, Fluo-8 calcium, ACh EC20 PAM; 0% = ACh EC20, 100% = ACh EC100 | activation, % at 3 µM | AID 624038 | hit rate 0.3% among 360,000;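 active = activation above the run cutoff, the mean activation of all test compounds plus 3 SD, cut at about 18% in these data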
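system = human M5 receptor in CHO-K1 cells | reagent = EC20 acetylcholine as agonist stimulus | compound dosing = single-point, 3 µM nominal | incubation = Fluo-8 loading 80 min at 37 °C plus 30 min room temperature | detection = Fluo-8 calcium dye fluorescence, kinetic read | benchmarks = low control EC20 acetylcholine (0%), high control EC100 acetylcholine (100%)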
CHRM4 PAM: positive allosteric modulators of human muscarinic M4 receptor. AID 624126. hit rate 0.4% among 360,000. P08173. activation, % at 3 µM. CHO-K1 hM4/Gqi5, Fluo-8 calcium fluorescence, ACh EC20; 0% = ACh EC20, 100% = maximal ACh;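 active = activation above its plate's cutoff, the mean activation of sample wells plus 3 SD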; also: some results filed as inactive read as strong as hits
M5 antag: antagonists of human muscarinic M5 receptor (CHRM5). P08912. inhibition, % at 3 µM. CHO-hM5 cells, Fluo-8 calcium fluorescence, ACh EC80. hit rate 0.59% among 360,000;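 active = inhibition above a per-plate cutoff, the mean of that plate's test compounds plus 3 SD, cut at about 27% in these data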;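 also: 0% = acetylcholine EC80 with DMSO and 100% = DMSO without agonist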
CRFBP-R2 block: antagonists of CRF-binding protein/CRF-R2 receptor complex; HEK293 CRF-R2/CRF-BP, CRF-induced calcium fluorescence; hit rate 0.59% among 350,000; inhibition, % at 11.8 µM;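 active = inhibition of the ligand-induced calcium signal above about 50% at the single tested concentration, limit read from the data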
Starred values were filed as active, the others as inactive; · = no result given.

SMILES | M5 ag | TAAR1 antagonist | TAAR1 agonist | CRFR2-BP ag | M1 PAM parental | M5 PAM | CHRM4 PAM | M5 antag | CRFBP-R2 block
CCCc1nnc(NC(=O)Nc2ccccc2OC)s1 | 2 | -11 | 5 | -2.4 | 11 | 3 | 9 | -2 | -121
O=C(CCc1ccccc1)N[C@@H]1c2ccccc2CC[C@H]1OCc1ccccc1 | -2 | 11 | 2 | -6.0 | -9 | -5 | -6 | 0 | -7
O=C(COC(=O)/C=C/c1ccc2c(c1)OCO2)NCc1ccc(F)cc1 | 0 | 2 | 7 | 0.0 | 7 | 4 | 1 | -3 | 9
CC(NC(=O)Cn1cccc1C(=O)c1ccccc1)c1ccccc1 (centres undefined) | -2 | -9 | 1 | -1.5 | 14 | -2 | 0 | -14 | -10
CN(C)CCCNc1nc(N)c([N+](=O)[O-])c(NCc2ccccc2)n1 | -6 | -5 | 0 | -0.3 | 3 | -3 | -4 | 6 | -22
CC(=O)c1sc(NC(=O)c2ccc(F)c(S(=O)(=O)N3CCOCC3)c2)nc1C | 1 | -15 | 9 | -0.3 | -14 | 6 | -2 | -1 | -11
O=C(CSc1ccccc1Cl)N1CCC(c2nc3ccccc3s2)CC1 | -3 | 20 | 13 | 0.2 | 16 | -4 | -3 | 0 | 4
COc1ccc(C(=O)NC2CC2)cc1OC1CCN(Cc2ccc(F)cc2Cl)CC1 | -6 | -18 | 12 | 2.0 | 1 | -7 | -4 | 5 | -3
COCCN(C(=O)COC(=O)c1ccc(C)o1)c1c(N)n(Cc2ccccc2)c(=O)[nH]c1=O | 3 | 11 | 2 | -0.8 | 12 | 1 | 3 | 9 | -9
CCN(CC(=O)NCc1cccs1)C(=O)CCC(=O)c1ccc(C)cc1 | -1 | -7 | -1 | 1.4 | 12 | -3 | 11 | 6 | 12
O=C(Nc1cccc(O)c1)C1CC(c2cccc(Br)c2)=NO1 (centres undefined) | 4 | -8 | 2 | -1.4 | 11 | -7 | -2 | 13 | 4
COc1ccc(Cl)cc1NC(=O)c1cccnc1 | 3 | 5 | 16 | -1.0 | 9 | 3 | 8 | -4 | 7
CCC(=O)N1CCc2cc(OC)c(OC)cc2C1COc1ccc(C(=O)OC)cc1 (centres undefined) | 3 | 13 | 6 | -1.7 | 16 | -9 | -12 | -2 | 20
Cc1ccc(C)c2c1cc(C)c1nnc(SCC(=O)Nc3nc4c(s3)CCCC4)n12 | -4 | -21 | 0 | -2.5 | 26 | 0 | -1 | 4 | -22
Cc1ccc(S(=O)(=O)/N=C(/c2ccccc2)N2CCOCC2)c(C)c1 | 1 | 22 | 4 | 3.0 | 5 | -16 | -10 | 18 | 6
CC1CCCCN1CCCNC(=O)c1cc(Br)c(Br)[nH]1 (centres undefined) | -15 | 3 | 1 | 0.6 | 5 | -11 | -10 | 17 | -41
Cc1ccc(S(=O)(=O)N2CCC(C(=O)O)CC2)cc1 | -4 | -18 | 1 | -0.9 | -1 | -7 | -1 | -2 | 1
COc1ccc(/C=C/C(=O)Oc2cccc(/C=N/NC(=O)c3cccc(F)c3)c2)cc1 | -1 | 35 | 7 | 0.2 | 8 | -3 | 3 | -1 | 10
CCc1cc(=O)oc2cc3occ(-c4ccc(OC)c(F)c4)c3cc12 | -2 | -2 | 1 | -0.3 | 23 | -1 | 1 | -5 | 9
O=S(=O)(NCc1cn2ccccc2n1)c1cc(F)ccc1F | 2 | -9 | 9 | 3.4 | 2 | -6 | 2 | 7 | 15
COc1ccc(N(C)S(=O)(=O)c2cccc(C(=O)Nc3nnc(C4CC4)s3)c2)cc1 | 3 | 22 | 1 | 7.9 | 15 | -1 | -4 | -1 | -54
NC(=O)CC(NC(=O)Cc1cccc2ccccc12)c1ccc(NCc2ccccn2)c([N+](=O)[O-])c1 (centres undefined) | -5 | -12 | 8 | -1.3 | 12 | -3 | 15 | -5 | -3
NC(CCc1ccccc1)c1csc(Nc2cnccn2)n1 (centres undefined) | 0 | -13 | 8 | · | 26 | 4 | 2 | -4 | ·
O=C(Nc1ccccc1)NC1CCN(Cc2nnnn2C2CCCCC2)CC1 | -1 | 1 | 2 | -2.6 | 9 | 4 | -7 | 0 | 6
O=C1OC(C(=O)Nc2ccccc2)Cc2ccccc21 (centres undefined) | -3 | -15 | 4 | -1.8 | 12 | 9 | 12 | 2 | -6
COc1ccc(C2CN=NC23CCc2ccccc2C3=O)cc1 (centres undefined) | -2 | 13 | 12 | -3.9 | 20 | -7 | 12 | 3 | 19
Cn1c(NC(=O)c2ccccc2C(F)(F)F)cc(=O)n(C)c1=O | 0 | -4 | 1 | 5.7 | 13 | 5 | 5 | -3 | 9
Cc1ccc(CN2C(=O)CCC2C(=O)NCCc2ccccc2)cc1 (centres undefined) | 2 | -1 | 15 | -0.2 | 8 | -15 | -8 | 13 | 4
CC(C)(C)OC(=O)N1CCN(C(=O)c2[nH]cnc2C(=O)Nc2ccc(Cl)cc2)CC1 | 2 | -12 | 1 | -0.1 | 17 | 4 | 14 | 5 | -2
COc1ccc(-c2cc(-c3cccs3)nc3sc(C#N)c(N)c23)cc1 | -1 | -2 | -1 | 3.2 | 5 | -10 | -6 | 17 | -5

4 entries drawn at random from the list so far, as already listed:
SMILES | M5 ag | TAAR1 antagonist | TAAR1 agonist | CRFR2-BP ag | M1 PAM parental | M5 PAM | CHRM4 PAM | M5 antag | CRFBP-R2 block
O=C(CCc1ccccc1)N[C@@H]1c2ccccc2CC[C@H]1OCc1ccccc1 | -2 | 11 | 2 | -6.0 | -9 | -5 | -6 | 0 | -7
Cc1ccc(CN2C(=O)CCC2C(=O)NCCc2ccccc2)cc1 (centres undefined) | 2 | -1 | 15 | -0.2 | 8 | -15 | -8 | 13 | 4
COc1ccc(Cl)cc1NC(=O)c1cccnc1 | 3 | 5 | 16 | -1.0 | 9 | 3 | 8 | -4 | 7
O=S(=O)(NCc1cn2ccccc2n1)c1cc(F)ccc1F | 2 | -9 | 9 | 3.4 | 2 | -6 | 2 | 7 | 15

The main list resumes, starting 5 compounds before the break.
SMILES | M5 ag | TAAR1 antagonist | TAAR1 agonist | CRFR2-BP ag | M1 PAM parental | M5 PAM | CHRM4 PAM | M5 antag | CRFBP-R2 block
COc1ccc(C2CN=NC23CCc2ccccc2C3=O)cc1 (centres undefined) | -2 | 13 | 12 | -3.9 | 20 | -7 | 12 | 3 | 19
Cn1c(NC(=O)c2ccccc2C(F)(F)F)cc(=O)n(C)c1=O | 0 | -4 | 1 | 5.7 | 13 | 5 | 5 | -3 | 9
Cc1ccc(CN2C(=O)CCC2C(=O)NCCc2ccccc2)cc1 (centres undefined) | 2 | -1 | 15 | -0.2 | 8 | -15 | -8 | 13 | 4
CC(C)(C)OC(=O)N1CCN(C(=O)c2[nH]cnc2C(=O)Nc2ccc(Cl)cc2)CC1 | 2 | -12 | 1 | -0.1 | 17 | 4 | 14 | 5 | -2
COc1ccc(-c2cc(-c3cccs3)nc3sc(C#N)c(N)c23)cc1 | -1 | -2 | -1 | 3.2 | 5 | -10 | -6 | 17 | -5
CN(CCc1ccccc1)C(=O)c1ccc(NC(=O)Cc2cccc(NC(=O)C3CCN(C(=O)C4CCCC4)CC3)c2)cc1 | 0 | -7 | 1 | 5.2 | 18 | -4 | 1 | 0 | 6
OCCCNc1cc(-c2ccnc(Nc3cccc(Cl)c3)n2)ccn1 | 3 | 80* | 17 | -1.6 | -5 | -15 | -1 | 15 | -16
Cn1ccnc1C1CCCCN1C(=O)c1cc(COc2ccc(F)cc2F)on1 (centres undefined) | -12 | -17 | 56* | 1.3 | 13 | 0 | -32 | -3 | -3
CC(=NNC(=S)N1CCN(c2ccccn2)CC1)c1nccs1 | -7 | · | · | -3.1 | 7 | -21 | -5 | 29* | -3
COc1cccc(-c2nnc(NC(=O)c3ccc(S(=O)(=O)N4CC(C)OC(C)C4)cc3)o2)c1 (centres undefined) | -4 | -10 | 6 | 1.8 | 2 | -9 | 7 | 11 | -5
Cc1nn(Cc2nc(-c3cccs3)no2)c(C)c1Br | -1 | -6 | -1 | -2.3 | 23 | 0 | 7 | -2 | -15
NC(=O)C1(N2CCCCC2)CCN(C(=O)c2ccccc2)CC1 | 0 | -7 | 1 | -2.7 | -6 | -2 | 4 | 3 | 25
COc1ccccc1C(=O)Nc1ccc(S(=O)(=O)Nc2cnc3ccccc3n2)cc1 | -2 | -13 | 0 | 0.0 | 1 | -2 | 2 | 8 | -6
CCc1ccc(NC(=O)Nc2ccc3c(c2)N(C)C(=O)CS3)cc1 | 5 | 49* | 6 | -0.2 | 6 | -23 | -15 | 16 | 0
Cc1ccc(CONC(=O)c2ccccc2)cc1 | -1 | -8 | -2 | -1.1 | 21 | -4 | -6 | 4 | 7
Cc1ccc(C)c(NS(=O)(=O)c2ccc(OCC(=O)NCC3CCCO3)cc2)c1 (centres undefined) | -1 | 7 | 12 | 0.2 | 13 | -8 | 0 | -11 | 27
CC(C)(C)OC(=O)N1CCC(c2cc(=O)n3[nH]cc(C(=O)Nc4ccc(F)c(Cl)c4)c3n2)CC1 | 2 | -43 | 9 | -0.3 | 4 | 0 | -2 | 12 | 12
COc1ccc(OC)c(Cc2nnc(CCC(=O)N3CCC(N4CCCCC4)CC3)o2)c1 | -6 | -9 | 12 | -0.1 | 25 | 10 | -11 | -4 | -12
CCOc1ccc(C(=O)OC(C)C(=O)N2CCN(Cc3ccccc3)CC2)cc1 (centres undefined) | -4 | -22 | 1 | -3.1 | 0 | 2 | 6 | 7 | 7
CCCCCCCNC(=O)CN1N=C(c2ccc(C)cc2)CCC1=O | -5 | -14 | -2 | -6.6 | 10 | -6 | -1 | 16 | -22
CCOc1ccccc1NC(=O)COc1coc(CN2CCCc3ccccc32)cc1=O | -1 | -2 | 0 | 3.2 | -3 | -5 | 6 | 9 | 7
CCc1nc2c(OCc3ccc(F)c(F)c3)cccn2c1N(C)C(=O)CC(C)C | -2 | -22 | -3 | · | -9 | -6 | 2 | 2 | ·
CC(C)Cn1c(-c2cc(Br)ccc2F)nc2c1c(=O)[nH]c(=O)n2CC(C)C | -3 | 0 | 10 | 1.7 | 13 | -8 | 1 | 17 | 0
